Screens as filed in PubChem.
IL2 activator: activators of IL-2; IL-2 activation reporter assay, cell-based qHTS; stimulated with anti-CD3/CD4/CD28 beads; in transgenic mouse T cells; activation, % (series mostly up to about 46 µM); 360,000 compounds, 0.065% hits; AID 652025; in the data active = activation above about 50%; inconclusive = mostly about 30% to 49%; also: 0% is about no effect
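Using fluorescent plate cytometry, EGFP and DsRed are detected in transgenic mouse T cells stimulated 18 h at 37 degrees C with antibody-coated beads after 60 min compound pretreatment.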
Abeta rescue: restores growth of yeast expressing A-beta42 peptide. AID 1347071. yeast expressing A-beta42, growth rescue, OD600, 48 h; response scale: 0% DMSO, 100% iron-clioquinol control. Potency, µM (highest dose often 46.1 µM), without a hit: top-dose growth rescue, most hits filed as activators. 410,000 compounds, 0.063% hits; also: potency is read from the fitted curve at half-maximal effect; nearly all actives have a fitted effect of over 55% in size
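Yeast A-beta toxicity model in growth medium with pinned compounds, 48 h at 30 C; growth read as absorbance at 600 nm. Normalized to FeCl3/clioquinol equimolar mix (positive) and DMSO (negative).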
EPAC1 ag: EPAC1 (human) agonism; EPAC1 agonist qHTS, biochemical assay; response scale: 100% = response to 6.5 mM cAMP; Potency, µM (highest dose often 154 µM), inactives show at the top dose activation, most hits filed as activators; 360,000 compounds, 0.073% hits; also: potency is read from the fitted curve at half-maximal effect; nearly all actives have a fitted effect of over 60% in size
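EPAC1 100 nM, Rap1B–BODIPY-GDP 250 nM, unlabeled GDP 50 uM; compound titration; 5 min RT; kinetic read ex480/em540 at 5-min intervals ×30 min; data normalized to 6.5 mM cAMP agonist control.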
aSyn yeast inh: alpha-synuclein toxicity inhibition in yeast | 370,000 compounds, 0.14% hits | AID 652106 | Yeast expressing alpha-synuclein, growth rescue, BacTiter-Glo, 24 h | Potency, µM (top dose mostly 46.1 µM), without a hit: at the top dose growth rescue (activation), actives largely listed as activators; also: potency is read from the fitted curve at half-maximal effect; % of control where 0% means no effect; nearly all actives have a fitted effect of over 65% in size
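Galactose-induced alpha-syn yeast (OD600=0.02, raffinose-pregrown) + pinned cpd, 24 hr, 30 deg C; growth by BacTiter-Glo luminescence. Growth restoration scores as activation.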
WRN inhibitor: blocks human WRN helicase. Q14191. WRN helicase unwinding, fluorescent forked duplex, kinetic. Potency, µM (titrated, usually from 114 µM), inactives show top-dose activity change, negative = inhibition, actives largely listed as inhibitors. 360,000 compounds, 0.46% hits; also: potency is read from the fitted curve at half-maximal effect; % is scaled to controls: 0 for no effect and ±100 for the full control effect; nearly all actives have a fitted effect of over 55% in size
Target sequence (Q14191 whole entry, looked up): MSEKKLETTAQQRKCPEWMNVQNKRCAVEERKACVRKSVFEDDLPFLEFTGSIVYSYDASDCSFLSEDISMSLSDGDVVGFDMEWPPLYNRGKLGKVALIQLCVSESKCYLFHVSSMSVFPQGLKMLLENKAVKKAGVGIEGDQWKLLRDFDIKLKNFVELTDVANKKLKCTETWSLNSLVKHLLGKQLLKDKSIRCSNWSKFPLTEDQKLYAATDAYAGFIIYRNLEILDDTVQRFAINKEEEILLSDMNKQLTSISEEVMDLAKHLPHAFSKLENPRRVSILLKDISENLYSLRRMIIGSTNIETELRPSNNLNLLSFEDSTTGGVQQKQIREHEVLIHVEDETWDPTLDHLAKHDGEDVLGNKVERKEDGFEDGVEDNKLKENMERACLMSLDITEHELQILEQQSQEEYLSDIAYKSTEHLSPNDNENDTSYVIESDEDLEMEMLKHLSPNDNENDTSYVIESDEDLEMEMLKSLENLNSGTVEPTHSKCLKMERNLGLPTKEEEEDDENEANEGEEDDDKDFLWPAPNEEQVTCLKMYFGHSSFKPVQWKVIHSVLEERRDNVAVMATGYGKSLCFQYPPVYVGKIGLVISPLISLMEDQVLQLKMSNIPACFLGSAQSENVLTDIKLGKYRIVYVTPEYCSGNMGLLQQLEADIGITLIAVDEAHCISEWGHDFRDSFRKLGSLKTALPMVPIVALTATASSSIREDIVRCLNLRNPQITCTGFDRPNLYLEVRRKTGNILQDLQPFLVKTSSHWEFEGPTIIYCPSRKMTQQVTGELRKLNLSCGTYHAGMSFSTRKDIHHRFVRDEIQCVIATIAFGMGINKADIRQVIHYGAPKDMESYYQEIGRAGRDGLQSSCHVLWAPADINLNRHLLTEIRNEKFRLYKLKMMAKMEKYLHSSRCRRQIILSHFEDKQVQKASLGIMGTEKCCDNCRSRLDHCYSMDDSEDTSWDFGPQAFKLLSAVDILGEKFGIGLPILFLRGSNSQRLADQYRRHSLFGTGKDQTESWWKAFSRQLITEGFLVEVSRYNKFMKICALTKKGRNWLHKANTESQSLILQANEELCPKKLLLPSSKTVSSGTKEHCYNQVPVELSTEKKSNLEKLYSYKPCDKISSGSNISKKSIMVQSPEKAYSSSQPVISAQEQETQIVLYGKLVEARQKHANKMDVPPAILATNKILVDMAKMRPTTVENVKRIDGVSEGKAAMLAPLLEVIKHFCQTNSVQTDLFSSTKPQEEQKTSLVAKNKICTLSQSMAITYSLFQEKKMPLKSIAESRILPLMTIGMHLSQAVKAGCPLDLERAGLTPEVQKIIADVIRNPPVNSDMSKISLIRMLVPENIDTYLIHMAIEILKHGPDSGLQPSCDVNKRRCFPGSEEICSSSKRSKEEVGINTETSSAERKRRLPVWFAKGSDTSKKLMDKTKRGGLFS
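WRN at 20 nM final preincubated with compound 15 min at room temperature; reaction started with 100 nM fluorophore/quencher forked duplex oligonucleotide and 2 mM ATP final. Unwinding followed kinetically by red fluorescence (ex 525, em 598 nm).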
PLK1 PBD block: blocks phosphopeptide binding to human PLK1 polo-box domain | Plk1 PBD binding of FITC phosphopeptide, fluorescence polarization | Potency, µM, for inactives: max response, negative = inhibition, usual class: inhibitors | 360,000 compounds, 2.8% hits | AID 720504; also: potency is read from the fitted curve at half-maximal effect; series mostly up to about 57 µM; % is scaled to controls: 0 for no effect and ±100 for the full control effect; nearly all actives have a fitted effect of over 65% in size
FUS suppressor: FUS proteinopathy suppression in yeast; S. cerevisiae FUS-expressing, growth rescue, OD600, 24 h; 390,000 compounds, 0.24% hits; Potency, µM (doses to about 76.6 µM), without a hit: at the highest dose growth rescue (activation), most hits filed as activators; AID 1347120;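 also: potency is read from the fitted curve at half-maximal effect; plate controls were DMSO vehicle for no effect and reference control for full effect; nearly all actives have a fitted effect of over 55% in size; some results filed as inactive show a strong effect at the top dose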
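Galactose (2%) drives FUS expression in yeast precultured in raffinose; seeding density OD 0.005. Test compounds incubated 24hr at 30C and 99% humidity before absorbance at 600 nm was measured.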
EPAC1 antag: blocks human EPAC1 exchange factor. O95398. EPAC1 GEF assay, Rap1b-BODIPY-GDP exchange fluorescence. Potency, µM (highest dose often 115 µM), without a hit: top-dose activity change, negative = inhibition, hits mostly inhibitors. 360,000 compounds, 0.14% hits. AID 720709;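 also: potency is read from the fitted curve at half-maximal effect; plate controls were vehicle for no effect and positive control for full effect; nearly all actives have a fitted effect of over 50% in size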
PI5P4Ka inh: PI5P4K alpha (human) kinase inhibition. 330,000 compounds, 1.2% hits. max response, %. PI5P4Kalpha enzyme, ADP-Glo luminescence, 60 min; stronger effect = lower value. AID 652105. P48426; active = max response of -50% or lower; inconclusive = between -30% and -50%; inactive = -30% or higher; also: value at the top dose of about 77 µM; % is scaled to controls: 0 for no effect and ±100 for the full control effect
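Reactions run in 0.038 M HEPES pH 7.4, 0.28 mM EGTA, 0.1% CHAPS and 5% DMSO, with PI5P4Kalpha, substrate, compound and 5 microM ATP final, one hour at room temperature. Readout is ADP-Glo luminescence.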
Starred values were filed as active, the others as inactive; ? = inconclusive; . = not tested or not shown; & = joins results of further samples; [ ] = another dose, or the depositor's remark. Unless noted, calls follow the shape of the dose curve; as a rule, active = well fitted curve in the direction sought with a large enough effect; inconclusive = small, poorly fitted or top-dose-only effect, or another doubt; inactive = no such curve, though single readings can be large; an effect the other way counts as inactive or inconclusive.

cpd	SMILES	IL2 activator	Abeta rescue	EPAC1 ag	aSyn yeast inh	WRN inhibitor
1	O=C(NCC1CC1)Nc1ccccc1	-0.3	-5%	2%	-1%	17%
2	Cc1ccc(N2OC3C(=O)NC(=O)C3C2c2ccco2)cc1 (stereo not drawn)	-3.3	-5%	-14%	6%	2%
3	CCOC(=O)c1sc2ccccc2c1OC(=O)c1ccccc1	0.6	10%	6%	0%	-2%
4	O=C(O)CC1S/C(=N/N=C/c2ccc(-c3ccc(Cl)c([N+](=O)[O-])c3)o2)NC1=O (stereo not drawn)	-2.4	-6%	6%	6%	-27%
5	Cc1c(C)n(Cc2ccc(F)cc2)c2ccc(C(=O)NCCN3CCOCC3)cc12	0.0	-7%	-5%	4%	5%
6	COc1cc(C(=O)N2CCN(c3cccc(C)c3C)CC2)ccc1OCC(=O)N1CCOCC1	0.4	9%	-6%	11%	0%
7	CCOCCCNC(=O)c1ccc(CN2CCc3ccccc3C2)cc1	-0.6	2%	6%	0%	4%
8	Cc1ccccc1C(=O)NC1CCCN(Cc2ccccc2F)C1 (stereo not drawn)	-0.2	-17%	-1%	2%	9%
9	CCOc1ccc(C(=O)CCN2CCCCC2)cc1	-0.9	-4%	-9%	4%	?
10	Nc1cc(N)cc(Cc2ccccc2)c1	1.8	-14%	18%	-6%	-1%

cpd	PLK1 PBD block	FUS suppressor	EPAC1 antag	PI5P4Ka inh
1	-3%	2%	14%	3
2	-4%	0%	12%	-1
3	0%	-7%	-2%	10
4	-20%	28%	-5%	-19
5	0%	2%	-15%	-2
6	4%	8%	19%	1
7	-6%	-50%	-2%	1
8	1%	7%	-2%	4
9	?	-14%	8%	1
10	-7%	18%	0%	?

(listing goes on)
cpd	SMILES	IL2 activator	Abeta rescue	EPAC1 ag	aSyn yeast inh	WRN inhibitor
11	O=C(Nc1ccc(F)cc1)N1CCN(CCc2ccccc2)CC1	-2.5	6%	-2%	0%	-2%
12	COc1ccc(CCNS(=O)(=O)c2cccc(F)c2)cc1OC	3.6	-13%	1%	-1%	-10%
13	O=C(NCCC1=CCCCC1)C1CCCN(S(=O)(=O)c2cnc[nH]2)C1 (stereo not drawn)	-2.2	-1%	-1%	1%	10%
14	Cc1ccc(S(=O)(=O)N2CCC(=O)N(CCOC(=O)Nc3ccccc3C)CC2)cc1	0.6	-11%	-5%	-8%	0%
15	O=C1C(SCCO)=C(SCCO)C(=O)c2ccccc21	0.7	-61%[inhibitor]	-3%	-80%&10%&19%&-84%[inhibitor]	79µM*
16	Cc1c2c(n3c(nc4ccccc43)c1C#N)N(CCCN(C)C)CC2	-0.6	3%	-2%	-4%	-16%
17	Nc1nnc(SCCCC(=O)c2ccc(Br)cc2)s1	-1.3	3%	13%	4%	-33%[57.1 µM]
18	O=C(Nc1ccccc1C(=O)O)c1cc(S(=O)(=O)N2CCCCC2)cs1	0.3	-3%	2%	-7%	-31%
19	O=[N+]([O-])c1ccc(N2CCN(C(=S)Nc3ccc(F)cc3F)CC2)cc1	1.1	5%	1%	1%	-4%
20	CS(=O)(=O)c1ccc([C@@H](O)[C@@H](CO)NC(=O)C(Cl)Cl)cc1	1.5	-19%	-20%	-5%	0%

cpd	PLK1 PBD block	FUS suppressor	EPAC1 antag	PI5P4Ka inh
11	-2%	-10%	-10%	4
12	-4%	18%	-5%	.
13	-5%	-12%	-3%	-2
14	-9%	7%	5%	4
15	2.1µM*	-15%	?	-107*
16	2%	-12%	6%	-13
17	-18%	7%	-2%	-1
18	?	14%	-6%	-25
19	?	27%	-27%	4
20	-15%	-38%	-8%	4

Further compounds.
cpd	SMILES	IL2 activator	Abeta rescue	EPAC1 ag	aSyn yeast inh	WRN inhibitor
21	CC(=O)Nc1ccc(OC(=O)c2ccco2)cc1	-1.2	-5%	10%	3%	-5%
22	Cc1ccc(-c2nc3ncccc3o2)cc1NC(=O)Cc1ccc(Cl)cc1	0.6	19%	-1%	-3%	7%
23	Cc1cc(/C=N/n2cnnc2)c(C)n1-c1ccc(C(=O)O)cc1	0.2	3%	3%	.	-18%
24	O=C1OCCC1Sc1nc2ccccc2n1-c1ccccc1 (stereo not drawn)	0.1	-14%	-4%	4%	-10%
25	Cc1ccc(OCC(=O)NN=C2c3ccccc3-c3ccccc32)cc1	0.6	7%	2%	-1%	-3%
26	O=S(=O)(c1c(F)cccc1F)N(CCc1ccc(F)cc1)C[C@@H](O)COCc1ccccc1	-0.7	-63%[inhibitor]	-2%	0%	-10%
27	O=C1c2ccccc2C(Nc2ccc3c(c2)OCCO3)N1Cc1ccc2c(c1)OCO2 (stereo not drawn)	-2.6	?	0%	1%	-8%
28	COC(=O)[C@H](C)NC(=O)NCc1ccccc1F	-0.4	-1%	5%	-6%	-1%
29	Clc1ccc(COn2ccnc2)cc1Cl	1.0	7%	-5%	3%	3%
30	Cc1ccc(OCCCC(=O)NNC(=O)c2ccccn2)cc1	-6.1	?	-3%	?	-13%

cpd	PLK1 PBD block	FUS suppressor	EPAC1 antag	PI5P4Ka inh
21	-8%	-12%	-6%	.
22	-7%	-17%	13%	-2
23	-4%	8%	5%	3
24	-2%	13%	-5%	4
25	-3%	-4%	-11%	.
26	-7%	19%	-18%	14
27	1%	?	-12%	9
28	-6%	-22%	-14%	-5
29	5%	-47%	-3%	8
30	2%	.	4%	6

Further records.
cpd	SMILES	IL2 activator	Abeta rescue	EPAC1 ag	aSyn yeast inh	WRN inhibitor
31	Cc1ccnc(NS(=O)(=O)c2ccc(NS(=O)(=O)c3cccs3)cc2)n1	-0.8	6%	0%	-12%	-19%
32	CC(C)(C)NC(=O)c1ccc2c(c1)N(CC(=O)N1CCN(c3ccc(F)cc3)CC1)C(=O)C(C)(C)O2	-0.4	10%	-12%	6%	-3%
33	N#CC1(CCCN2CCCCC2)c2ccccc2CCc2ccccc21	0.2	14%	13%	11%	-6%
34	CCOc1ccccc1Nc1nnc(SCC(=O)NC2CCS(=O)(=O)C2)s1 (stereo not drawn)	1.3	-2%	4%	-4%	-5%
35	CC(=O)Nc1ccc(Sc2ccccc2C(=O)Nc2ccc(F)cc2)cn1	0.1	-11%	4%	7%	7%[57.1 µM]
36	Cc1cc(C(=O)OCC(=O)N2CCC(c3ccccc3)=N2)ccc1[N+](=O)[O-]	0.2	9%	5%	-3%	1%
37	CC1(C)Cc2c(cnn2-c2cccc(F)c2)C(NC(=O)C2CCOCC2)C1 (stereo not drawn)	0.1	5%	5%	4%	-5%
38	CC1CCN(C(=O)NC(=O)c2ccccc2)CC1	-0.5	2%	15%	-2%	8%
39	Cc1nc2scc(-c3cccs3)c2c(=O)n1CC(=O)O	0.1	7%	-10%	-13%	1%
40	CS(=O)(=O)c1ccc(C(=O)N(CCc2ccccc2)Cc2ccccc2)cc1	0.0	1%	3%	17%	5%

cpd	PLK1 PBD block	FUS suppressor	EPAC1 antag	PI5P4Ka inh
31	-1%	41%	0%	-5
32	4%	.	7%	19
33	-2%	18%	1%	1
34	0%	-8%	-17%	2
35	19µM*	-10%	-10%	-14
36	-6%	0%	-6%	8
37	0%	14%	-7%	-3
38	-7%	-4%	16%	10
39	-8%	13%	3%	-4
40	-13%	24%	-29%	3

Carrying on.
cpd	SMILES	IL2 activator	Abeta rescue	EPAC1 ag	aSyn yeast inh	WRN inhibitor
41	Cc1ccc(NC(=O)c2nc[nH]c2C(=O)Nc2ccc(C)cc2)cc1	0.2	22%	3%	1%	-2%
42	CCOC(=O)C1C(=O)CC(C)(O)C(C(=O)OCC)C1c1cccc(OC(F)(F)C(F)F)c1 (stereo not drawn)	4.4	6%	-10%	0%	-5%
43	CCCCC(=O)N(C)c1c(CC)nc2c(OCCC)cccn12	1.0	-1%	2%	1%	0%
44	CC(C)Cc1nnc(NC(=O)C2=COCCO2)s1	2.6	8%	-2%	-2%	7%
45	COc1ccc(CNC(=O)[C@H](NC(=O)C2CCN(C(=O)[C@@H](N)CCSC)CC2)C(C)C)cc1	0.9	-5%	-4%	1%	1%
46	CN(C)S(=O)(=O)N1CCN(CC(O)COc2ccc(-c3ccccc3)cc2)CC1 (stereo not drawn)	-1.0	-4%	10%	5%	-2%
47	CCN(CC)CCOC(=O)c1c(C)n(C)c2ccc(OC)cc12	-3.8	-3%	-4%	-6%	14%

cpd	PLK1 PBD block	FUS suppressor	EPAC1 antag	PI5P4Ka inh
41	-4%	-10%	-9%	0
42	4%	31%	-6%	0
43	-9%	-10%	-8%	-3
44	-2%	-25%	11%	-1
45	-3%	-6%	1%	-1
46	-13%	1%	-1%	12
47	-7%	.	10%	-4

Shown screen by screen: part of the list above.
(43) CCCCC(=O)N(C)c1c(CC)nc2c(OCCC)cccn12
(44) CC(C)Cc1nnc(NC(=O)C2=COCCO2)s1
(45) COc1ccc(CNC(=O)[C@H](NC(=O)C2CCN(C(=O)[C@@H](N)CCSC)CC2)C(C)C)cc1

| Compound | 43 | 44 | 45 |
| --- | --- | --- | --- |
| IL2 activator | 1.0 | 2.6 | 0.9 |
| Abeta rescue | -1% | 8% | -5% |
| EPAC1 ag | 2% | -2% | -4% |
| aSyn yeast inh | 1% | -2% | 1% |
| WRN inhibitor | 0% | 7% | 1% |
| PLK1 PBD block | -9% | -2% | -3% |
| FUS suppressor | -10% | -25% | -6% |
| EPAC1 antag | -8% | 11% | 1% |
| PI5P4Ka inh | -3 | -1 | -1 |

Single records, from the list above. Order of values: IL2 activator	Abeta rescue	EPAC1 ag	aSyn yeast inh	WRN inhibitor	PLK1 PBD block	FUS suppressor	EPAC1 antag	PI5P4Ka inh
`COc1ccc(CNC(=O)[C@H](NC(=O)C2CCN(C(=O)[C@@H](N)CCSC)CC2)C(C)C)cc1` as listed: 0.9	-5%	-4%	1%	1%	-3%	-6%	1%	-1
`CCCCC(=O)N(C)c1c(CC)nc2c(OCCC)cccn12` as listed: 1.0	-1%	2%	1%	0%	-9%	-10%	-8%	-3
